Screens: PubChem, several laboratories
PPARg SRC-1 ag – PPARgamma agonists recruiting SRC-1 coactivator, primary screen, biochemical; Peroxisome proliferator-activated receptor gamma (Homo sapiens), P37231; PPARgamma-SRC-1 coactivator recruitment biochemical assay; activation, % at 8 µM; 200,000 compounds, 0.41% hits; AID 631, 2007; in the data active means activation above about 19%;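 further: 0% = DMSO and 100% = reference agonist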
Target sequence (P37231 whole entry, looked up): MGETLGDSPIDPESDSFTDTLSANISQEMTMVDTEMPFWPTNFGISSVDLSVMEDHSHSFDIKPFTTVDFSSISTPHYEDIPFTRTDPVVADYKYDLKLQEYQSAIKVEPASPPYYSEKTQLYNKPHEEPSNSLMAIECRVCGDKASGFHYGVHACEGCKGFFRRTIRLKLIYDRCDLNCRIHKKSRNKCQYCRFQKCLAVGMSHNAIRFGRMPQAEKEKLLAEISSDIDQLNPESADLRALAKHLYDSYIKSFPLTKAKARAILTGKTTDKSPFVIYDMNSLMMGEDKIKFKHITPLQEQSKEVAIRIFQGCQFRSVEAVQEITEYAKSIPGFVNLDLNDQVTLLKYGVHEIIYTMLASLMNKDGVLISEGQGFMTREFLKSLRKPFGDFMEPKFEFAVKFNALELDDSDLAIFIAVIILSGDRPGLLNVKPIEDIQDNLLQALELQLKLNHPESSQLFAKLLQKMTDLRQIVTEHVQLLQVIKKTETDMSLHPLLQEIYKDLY
HMGR II inh – inhibitors of E. faecalis class II HMGR, primary screen, biochemical, Enterococcus faecalis; HMG-CoA reductase (Enterococcus faecalis, mvaE); AID 1066, 2008; purified E. faecalis HMGR, NADPH absorbance 340 nm kinetic; inhibition, % at 10 µM; 190,000 compounds, 0.41% hits;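 active means inhibition above a set limit, the median over all tested compounds plus 3 SD, cut at about 9.5% in these data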;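 further: enzyme runs in reverse so mevalonate oxidation gives rising NADPH absorbance; 0% = complete reaction with DMSO and 100% = background rate lacking mevalonate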
ROMK primary – ROMK potassium channel modulators, primary screen, cell-based, thallium flux, MLSMR library; ATP-sensitive inward rectifier potassium channel 1 (Homo sapiens), P48048; Tet-inducible ROMK, thallium flux fluorescence; actives lie on both sides; 130,000 compounds, 2% hits; B-score at 10 µM; AID 1918, 2009;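 active means signal ratio slope over the read window, or its plate-corrected B-score, at least 3 SD from the plate mean, either direction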;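 further: B-score of the F/F0 ratio slope over 7 to 12 s after thallium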
Target sequence (P48048 whole entry, looked up): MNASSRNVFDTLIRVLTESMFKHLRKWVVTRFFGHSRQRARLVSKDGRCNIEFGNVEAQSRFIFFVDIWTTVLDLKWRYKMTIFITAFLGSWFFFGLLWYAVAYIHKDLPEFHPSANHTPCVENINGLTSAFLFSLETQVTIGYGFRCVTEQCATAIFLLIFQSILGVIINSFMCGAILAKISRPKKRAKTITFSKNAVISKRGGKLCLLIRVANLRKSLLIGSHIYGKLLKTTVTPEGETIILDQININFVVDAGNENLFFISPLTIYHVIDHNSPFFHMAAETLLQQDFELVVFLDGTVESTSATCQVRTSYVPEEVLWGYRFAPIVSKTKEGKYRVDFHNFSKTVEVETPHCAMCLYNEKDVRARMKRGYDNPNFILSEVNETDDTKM
PPARg SRC-2 ag – agonists of PPARg-SRC-2 recruitment, primary screen, biochemical, HTS; PPARgamma LBD-SRC-2 recruitment; activation, % at 8 µM; 200,000 compounds, 0.34% hits; in the data active means activation above about 22%;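 further: 0% = vehicle and 100% = reference agonist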
PPARg SRC3 recr – PPARgamma agonists recruiting SRC-3 coactivator, primary screen, biochemical; 200,000 compounds, 0.26% hits; Peroxisome proliferator-activated receptor gamma (Homo sapiens), P37231; activation, % at 8 µM; biochemical PPARgamma/SRC-3 coactivator recruitment assay; in the data active means activation above about 23%;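 further: 0% = DMSO and 100% = reference agonist; some compounds past the cut are filed as inactive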
L major viab – Leishmania major promastigote growth inhibition, primary screen | Leishmania major promastigotes, resazurin fluorescence viability | inhibition, % at 10 µM | 200,000 compounds, 9% hits | AID 1063, 2008; in the data active means inhibition above about 50%;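 further: promastigotes grown with compound for 44 hours at 28 °C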
RAM network inh – inhibitors of the yeast RAM network, primary screen, dse1pr::URA3 reporter, 5-FOA selection; S. cerevisiae dse1pr::URA3 reporter, 5-FOA growth OD615, 2 d; analog-sensitive cbk1-as2 kinase mutant strain; inhibition, % at 50 µM; 190,000 compounds, 1.8% hits;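 active means inhibition above a set limit, 3 SD over mean compound inhibition, cut at about 8.4% in these data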;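 further: 0% = DMSO-only wells with no growth and 100% = 10 µM 1-NA-PP1 full growth; inhibition rescues growth on 5-FOA so higher OD means more RAM inhibition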
DTT redox prof – compounds producing H2O2 with reducing agent – biochemical, NIH compound library profiling, artefact control for MLSCN library redox annotation, primary screen; DTT-dependent redox cycling H2O2, phenol red/HRP absorbance; 100% = 100 µM peroxide control, 0% = buffer; activation, % at 10 µM; 200,000 compounds, 0.03% hits;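 active means activation of at least 50% relative to the plate's high and low controls in the primary single-dose screen; inactive means activation below 50%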;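 further: compound incubated with DTT at 0.8 mM final as the reducing agent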
S1P3 antag – S1P3 receptor antagonists, primary screen, cell-based; Sphingosine 1-phosphate receptor 3 (Homo sapiens), Q99500; CHO S1P3 NFAT-BLA reporter, FRET fluorescence, antagonist mode; inhibition, % at 4.98 µM; 170,000 compounds, 0.27% hits;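 active means inhibition above the plate cutoff, the mean inhibition of test wells on that plate plus 3 SD, cut at about 28% in these data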;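 further: cells challenged with S1P at its EC80 of 0.8 µM; blue over green emission ratio from cleaved BLA substrate after 4 h stimulation; 0% = S1P-stimulated wells and 100% = unstimulated DMSO-only wells; some compounds past the cut are filed as inactive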
bIAP inh – bovine intestinal alkaline phosphatase inhibitors, primary screen, selectivity assay for TNAP inhibitor project, biochemical, bovine IAP, CDP-star luminescence | alkaline phosphatase, intestinal [Bos taurus] | purified bovine IAP, 30 min | inhibition, % at 20 µM | 190,000 tested, under 10 active;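 active means over 50% inhibition of intestinal alkaline phosphatase at 20 µM in the single-dose screen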
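Assay system: bovine IAP enzyme; medium: DEA buffer 100 mM, pH 9.8, with MgCl2 1.0 mM, ZnCl2 0.02 mM; doses: 20 µM single dose; incubation: enzyme reaction for 30 min at room temperature; detection: CDP-star luminescence signal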
TR-FRET SRC-2 ct – TR-FRET signal artefacts, primary screen, artefact control for PPARgamma SRC-2 agonist project, biochemical; TR-FRET artefact counter-screen; stronger effect = higher value; TR-FRET ratio at 8 µM; 200,000 compounds, 0.4% hits; AID 1049, 2008; in the data active means TR-FRET ratio above about 2000; further: inactives centre near 1500
Numbers without * were called inactive; · = not tested or not shown.

SMILES	PPARg SRC-1 ag	HMGR II inh	ROMK primary	PPARg SRC-2 ag	PPARg SRC3 recr	L major viab	RAM network inh	DTT redox prof	S1P3 antag	bIAP inh	TR-FRET SRC-2 ct
CCc1cc(C(=O)Nc2ccccc2)cs1	2	5	·	-1	-6	15	-0.8	-0.7	2	·	1658
O=C(Nc1ccc2c(c1)OCO2)c1c(F)cccc1F	10	-1	·	18	5	-5	0.3	1.9	-22	10	1623
CCCCCCn1c(=O)[nH]c2nc3cc(N)ccc3nc2c1=O	6	-4	·	-1	2	47	2.6	0.5	23	16	1465
Cc1ccc(N2CC(C(=O)Nc3cc(C)ccc3F)CC2=O)cc1 (stereo not drawn)	4	-3	·	2	3	-7	3.3	-2.3	14	8	1646
CCOC(=O)C1CCN(C(c2cc3c(C)ccc(C)c3[nH]c2=O)c2nnnn2C2CCCCC2)CC1 (stereo not drawn)	-6	-6	-1.3	5	3	99*	3.4	0.2	-4	-1	1368
O=C(O)C1C2C=CC(C3CC23)C1C(=O)NCCc1ccccc1 (stereo not drawn)	-4	-1	0.12	2	-12	-2	-0.7	0.3	-12	1	1577
CC1=C(C(=O)Nc2ccccc2)C(c2ccncc2)C(C#N)=C(SCC(=O)NC(C)C)N1 (stereo not drawn)	5	0	1.2	14	2	89*	0.1	-0.3	·	3	1771
CCOc1cc(N2CCOCC2)c(OCC)cc1NC(=O)c1oc2ccccc2c1C	-3	-1	0.32	7	-2	0	5.7	0.3	-9	1	1791
O=C(O)CCCCCN1C(=O)C(=O)/C(=C(/O)c2ccccc2)C1c1ccccc1 (stereo not drawn)	-6	-9	·	5	-4	-6	2.7	1.6	-6	7	1614
COC(=O)/C=C(\C)NC(=O)c1cccs1	0	-5	·	5	8	-10	1.6	2.2	-2	10	1567
O=[N+]([O-])c1c(NCCCO)cc(Sc2nc3ccccc3s2)c2nonc12	4	-10	·	6	16	26	2.5	-3.3	·	7	1507
Cc1oc2nc(SCC(=O)NCc3cccnc3)nc(N)c2c1C	4	-1	·	6	8	-5	2.9	1.6	-16	10	1447
CCOC(=O)c1c(NC(=O)CN2CCN(C(=O)c3ccco3)CC2)sc2c1CCCC2	1	2	·	0	-11	52*	0.4	1.8	·	10	1547
CCc1ccc(Nc2nnc(SCC(=O)c3ccc4c(c3)NC(=O)CO4)s2)cc1	7	-2	0.043	-3	6	-6	3.1	0.0	-5	-19	1584
S=C(Nc1ccccc1)Nc1ccc(Cl)cc1Cl	-3	-8	·	3	9	26	-0.9	3.1	·	11	1393
O=C(O)CCSc1nnc(-c2ccccc2)n1-c1ccccc1	1	9	-0.59	3	-4	-6	-1.6	0.6	-4	-3	1320
O=C(Nc1nnc(-c2ccccn2)o1)c1cccc(Cl)c1	-10	1	0.067	-3	-4	51*	1.0	0.2	-20	-12	1378
Cc1cc(C)n(-c2ccc(C(=O)OCC(=O)Nc3ccccc3[N+](=O)[O-])cc2)n1	-6	-4	·	6	-3	-4	7.8	0.6	-2	3	1585
O=C1/C(=C/c2ccccn2)SC(=S)N1NS(=O)(=O)c1ccccc1	7	0	-0.01	2	8	-8	6.6	-0.4	-1	10	1489
Cn1c(=O)n(C)c2cc(S(=O)(=O)NCCOCCO)ccc21	-2	-1	-0.02	5	5	-2	1.9	0.2	·	10	1501
O=C(CCn1c(SCC(=O)NCc2ccco2)nc2ccccc2c1=O)NCCc1ccccc1	3	-2	·	0	1	7	5.7	-0.1	·	5	1341
O=C(CCC(=O)N1CCN(S(=O)(=O)c2ccccc2)CC1)NC1CCCc2ccccc21 (stereo not drawn)	2	-2	-0.73	-14	-7	1	2.9	1.4	5	-3	1435
O=C(NCc1nnc2n1CCCCC2)c1ccc(Cl)cc1Cl	11	-3	0.41	18	9	-2	1.1	-0.3	1	7	1789
Cc1c2cn[nH]c(=O)c2c(C)n1Cc1ccc(F)cc1	5	-3	·	2	-3	-11	0.0	-2.3	14	2	1482
COc1ccc(S(=O)(=O)Cc2ccc(C(=O)N3CCN(Cc4ccccc4)CC3)o2)cc1	9	5	·	-1	0	99*	1.7	0.1	-4	0	1654

Additional results
SMILES	PPARg SRC-1 ag	HMGR II inh	ROMK primary	PPARg SRC-2 ag	PPARg SRC3 recr	L major viab	RAM network inh	DTT redox prof	S1P3 antag	bIAP inh	TR-FRET SRC-2 ct
Nc1ccn(Cc2ccc(F)cc2)n1	-6	-1	-0.015	-11	-6	8	-0.4	-0.8	-18	-26	1292
CCOC(=O)CC1C(=O)NCCN1C(=O)c1cc2c(=O)n3ccccc3nc2s1 (stereo not drawn)	1	-1	·	4	5	10	2.5	-2.0	-31	-32	1613
COc1ccc(CCNC(=O)COC(=O)C23CC4CC(CC(C4)C2)C3)cc1	-5	-6	·	4	1	2	0.4	0.3	-3	11	1505
O=C(C1=C(O)C(=O)N(c2ncccn2)C1c1cccc(Cl)c1)c1ccco1 (stereo not drawn)	2	-2	-0.63	8	3	-8	0.3	0.2	·	9	1859
CCOC(=O)N=Nc1c(O)n(C)c2ccccc12	0	2	0.084	7	-1	1	1.2	-0.2	-5	3	1557
CNC(=O)c1c(Cl)cnn1-c1ccc(F)cc1	7	-2	·	7	5	-5	-1.0	-0.7	-7	-6	1384
COc1cc(/C=C2/C(=O)NN(c3cccc(C)c3)C2=O)ccc1OC(=O)c1ccco1	-8	1	·	-7	-3	0	3.4	1.1	10	-7	1444
Cc1ccc(Cl)cc1NC(=O)COC(=O)c1ccc(N2CCCC2)c([N+](=O)[O-])c1	6	0	-0.69	1	4	-1	3.1	3.1	-11	17	1519
CCCNC(=O)CN(c1ccc(F)c(Cl)c1)S(C)(=O)=O	5	1	·	8	-1	-8	1.4	-1.6	1	7	1639
C=CCn1c(O)c(N=Nc2nc3ccccc3c(=O)n2-c2ccccc2)c2ccccc21	9	-3	0.2	2	1	-1	0.4	-0.3	-4	1	1649
CCCCCCOC(=O)Sc1nc2ccccc2o1	-1	-2	-2.1	-7	-3	1	-1.4	0.0	·	13	1442
N=c1sccn1CC(=O)Nc1ccc(S(=O)(=O)N2CCOCC2)cc1	2	3	·	7	13	-1	1.2	-1.4	0	7	1550
O=C(CSc1ccccn1)Nc1nc2c(ccc3ccccc32)s1	3	1	0.26	6	9	-6	6.9	-0.4	-1	-1	1586
O=C(CCN1C(=O)/C(=C/c2ccc3c(c2)OCO3)SC1=S)Nc1ccccc1	0	-5	·	9	9	-6	1.5	0.3	-18	-6	1481
CCOc1ccc(Cl)cc1CSc1n[nH]c(CC)n1	13	-8	·	12	0	-6	0.9	0.2	15	-13	1671
O=C(NCC1(c2ccccc2)CCCC1)C(=O)N1CCOCC1	0	-6	·	0	8	-3	-0.4	0.7	·	-6	1557
O=C(Oc1ccc(N(Cc2cccs2)C2=NS(=O)(=O)c3ccccc32)cc1)c1ccccc1	2	1	-0.036	-6	1	3	2.8	1.6	·	9	1343
Cc1cccc(OCCSc2nncn2C)c1	-4	-7	2.6	-15	1	2	-1.0	-0.4	1	0	1376
COc1ccc(N/N=C(/C#N)S(=O)(=O)C(C)(C)C)cc1	-4	0	-1.9	6	2	-7	-0.1	-2.0	-11	2	1574
C=CCOc1c(Br)cc(CNc2ccc(NC(=O)C(C)C)c(OC)c2)cc1OC	2	-4	·	8	2	99*	6.6	1.7	·	-4	1662
COc1ccccc1NS(=O)(=O)c1cc(NC(=O)Nc2ccc(Cl)cc2Cl)ccc1N1CCCCC1	-2	-9	·	-4	3	99*	5.5	1.5	5	5	1542
COc1ccc(N/N=C(\C#N)C(=N)SCc2ccccc2)cc1	10	-1	·	1	2	41	0.6	-0.8	7	5	1621
CCCC[C@@H]1CNC(=S)N1CCCc1cc(OC)c(OC)c(OC)c1	1	-2	·	4	0	0	0.1	-1.2	-13	28	1570
O=C1c2cnc3ncnn3c2CC2c3ccccc3CCN12 (stereo not drawn)	-10	-4	0.1	-11	-8	0	-1.3	-0.3	-23	-2	1455
CCOC(=O)C1=C(Cn2cnc3ccccc32)NC(=O)NC1c1ccc(OC)cc1 (stereo not drawn)	-4	-4	-0.0067	-7	-7	1	-1.0	0.3	·	8	1319
COc1cc(NC(=O)[C@@H](NC(=O)c2ccco2)C(C)C)c(OC)cc1NC(=O)c1ccccc1	6	-3	-0.84	2	3	5	4.3	-0.6	11	-9	1520

Another view of 9 compounds above.
| canonical_smiles | PPARg SRC-1 ag | HMGR II inh | ROMK primary | PPARg SRC-2 ag | PPARg SRC3 recr | L major viab | RAM network inh | DTT redox prof | S1P3 antag | bIAP inh | TR-FRET SRC-2 ct |
| --- | --- | --- | --- | --- | --- | --- | --- | --- | --- | --- | --- |
| Cc1cccc(OCCSc2nncn2C)c1 | -4 | -7 | 2.6 | -15 | 1 | 2 | -1.0 | -0.4 | 1 | 0 | 1376 |
| COc1ccc(N/N=C(/C#N)S(=O)(=O)C(C)(C)C)cc1 | -4 | 0 | -1.9 | 6 | 2 | -7 | -0.1 | -2.0 | -11 | 2 | 1574 |
| C=CCOc1c(Br)cc(CNc2ccc(NC(=O)C(C)C)c(OC)c2)cc1OC | 2 | -4 | · | 8 | 2 | 99* | 6.6 | 1.7 | · | -4 | 1662 |
| COc1ccccc1NS(=O)(=O)c1cc(NC(=O)Nc2ccc(Cl)cc2Cl)ccc1N1CCCCC1 | -2 | -9 | · | -4 | 3 | 99* | 5.5 | 1.5 | 5 | 5 | 1542 |
| COc1ccc(N/N=C(\C#N)C(=N)SCc2ccccc2)cc1 | 10 | -1 | · | 1 | 2 | 41 | 0.6 | -0.8 | 7 | 5 | 1621 |
| CCCC[C@@H]1CNC(=S)N1CCCc1cc(OC)c(OC)c(OC)c1 | 1 | -2 | · | 4 | 0 | 0 | 0.1 | -1.2 | -13 | 28 | 1570 |
| O=C1c2cnc3ncnn3c2CC2c3ccccc3CCN12 (stereo not drawn) | -10 | -4 | 0.1 | -11 | -8 | 0 | -1.3 | -0.3 | -23 | -2 | 1455 |
| CCOC(=O)C1=C(Cn2cnc3ccccc32)NC(=O)NC1c1ccc(OC)cc1 (stereo not drawn) | -4 | -4 | -0.0067 | -7 | -7 | 1 | -1.0 | 0.3 | · | 8 | 1319 |
| COc1cc(NC(=O)[C@@H](NC(=O)c2ccco2)C(C)C)c(OC)cc1NC(=O)c1ccccc1 | 6 | -3 | -0.84 | 2 | 3 | 5 | 4.3 | -0.6 | 11 | -9 | 1520 |
